PME-1 primary = PME-1 (human) inhibition. AID 2130. 320,000 tested, 0.53% active. inhibition, % at 5.9 µM. recombinant PME-1, FP-Rh probe fluorescence polarization. Q9Y570;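 active means inhibition above the campaign mean of all compounds plus 3 SD, cut at about 26% in these data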;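 further: competitive labeling of PME-1 active site by serine hydrolase directed probe; 0% = PME-1 with DMSO and 100% = wells lacking PME-1 enzyme; inhibitors block probe labeling so polarization falls and inhibition rises; many of its hits are not listed in these tables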
GSTO1 counter = blocks human GSTO1 in RBBP9 counter-screen; recombinant GSTO1, activity-based probe fluorescence polarization; inhibition, % at 5.96 µM; 300,000 tested, 1.1% active; AID 1974;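 active means inhibition above the campaign mean inhibition plus 3 SD, cut at about 35% in these data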;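 further: 0% = GSTO1-1 with DMSO and 100% = wells lacking GSTO1-1 enzyme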
PAD4 FP inh = PAD4 (human) enzyme inhibition. inhibition, % at 6.36 µM. 330,000 tested, 0.41% active. recombinant PAD4, RCA probe fluorescence polarization. AID 485272;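 active means percent inhibition above a cutoff equal to the mean of all tested compounds plus 3 SD, cut at about 15% in these data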;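 further: 0% = PAD4 with RCA probe and DMSO and 100% = probe without PAD4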
Target sequence (Q9UM07 whole entry, looked up): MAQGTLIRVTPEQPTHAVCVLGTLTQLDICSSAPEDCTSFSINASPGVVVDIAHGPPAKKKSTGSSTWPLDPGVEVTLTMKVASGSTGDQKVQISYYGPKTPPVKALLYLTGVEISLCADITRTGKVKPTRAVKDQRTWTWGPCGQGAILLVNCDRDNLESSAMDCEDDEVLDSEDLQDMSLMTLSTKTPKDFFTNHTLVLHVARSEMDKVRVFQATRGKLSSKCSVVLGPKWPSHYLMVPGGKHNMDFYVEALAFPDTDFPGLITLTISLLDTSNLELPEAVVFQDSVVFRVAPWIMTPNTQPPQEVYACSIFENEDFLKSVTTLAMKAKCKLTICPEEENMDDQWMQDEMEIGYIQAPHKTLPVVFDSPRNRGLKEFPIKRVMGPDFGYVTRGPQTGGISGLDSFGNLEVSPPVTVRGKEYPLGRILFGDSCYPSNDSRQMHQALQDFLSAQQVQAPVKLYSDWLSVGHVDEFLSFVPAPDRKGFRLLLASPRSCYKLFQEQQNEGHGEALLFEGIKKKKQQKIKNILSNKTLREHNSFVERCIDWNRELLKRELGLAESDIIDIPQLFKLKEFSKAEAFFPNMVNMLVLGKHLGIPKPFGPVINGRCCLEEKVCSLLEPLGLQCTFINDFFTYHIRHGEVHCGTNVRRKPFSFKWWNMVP
Fam108B inh = Fam108B inhibition, counter-screen for RBBP9 inhibitors | recombinant Fam108B, FP-Rh probe fluorescence polarization | 300,000 tested, 0.33% active | inhibition, % at 9.51 µM;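 active means inhibition above the screen mean inhibition plus 3 SD, computed separately per campaign, cut at about 18% in these data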;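 further: inhibitors lower polarization as less probe binds the enzyme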
PAFAH2 inh = PAFAH2 (human) inhibition; AID 492956; 340,000 tested, 0.99% active; recombinant PAFAH2, FP-rhodamine activity probe, fluorescence polarization; Q99487; inhibition, % at 3.39 µM;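 active means inhibition above the mean over all tested compounds plus 3 SD, cut at about 30% in these data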;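 further: inhibitors block probe labeling of enzyme so polarization drops; 0% = enzyme with DMSO and 100% = wells lacking PAFAH2 protein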
PAFAH1B2 inh = inhibitors of human PAFAH1B2; 340,000 tested, 1.2% active; recombinant PAFAH1B2, FP-rhodamine activity probe, fluorescence polarization; AID 492953; P68402; inhibition, % at 3.39 µM;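 active means inhibition above the mean of all tested compounds plus 3 SD, cut at about 24% in these data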;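 further: 0% = enzyme with DMSO and 100% = wells lacking PAFAH1B2; many of its hits are not listed in these tables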
PAFAH1B3 FP inh = PAFAH1B3 (human) inhibition; Q15102; recombinant PAFAH1B3, FP-rhodamine probe, fluorescence polarization; inhibition, % at 3.39 µM; 340,000 tested, 0.28% active;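 active means inhibition above the screen-wide average of all tested compounds plus 3 SD, cut at about 25% in these data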;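 further: 0% = enzyme with DMSO only and 100% = wells lacking PAFAH1B3 protein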
Target sequence (Q15102 whole entry, looked up): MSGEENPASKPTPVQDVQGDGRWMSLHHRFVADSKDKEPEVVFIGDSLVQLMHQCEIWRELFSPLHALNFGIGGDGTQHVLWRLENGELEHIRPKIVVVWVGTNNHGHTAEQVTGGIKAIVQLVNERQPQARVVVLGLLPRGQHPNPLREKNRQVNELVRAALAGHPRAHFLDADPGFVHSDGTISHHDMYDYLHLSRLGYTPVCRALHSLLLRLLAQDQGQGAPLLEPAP
pPAFAH FP inh = inhibitors of human plasma PAF acetylhydrolase (pPAFAH). Q13093. recombinant pPAFAH, FP-rhodamine probe fluorescence polarization. inhibition, % at 3.39 µM. 330,000 tested, 1.5% active;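 active means inhibition above the mean inhibition across the screen plus 3 SD, cut at about 25% in these data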;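 further: inhibitors block binding of the rhodamine activity-based probe so polarization drops; 0% = enzyme with DMSO and 100% = wells lacking pPAFAH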
LYPLA1 counter = blocks human lysophospholipase 1, a PME1 counter-screen; O75608; recombinant LYPLA1, FP-Rh probe fluorescence polarization; inhibition, % at 5.9 µM; 320,000 tested, 0.16% active; AID 2174;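 active means inhibition above the mean of all tested compounds plus 3 SD, set per campaign, cut at about 14% in these data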;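 further: inhibitors block serine hydrolase probe labeling of LYPLA1 so polarization falls; 0% = enzyme with DMSO and 100% = wells lacking LYPLA1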
* hit, by the source's call; nt = not tested or not shown. Not all compounds are listed; count on the stated rates, not on these rows.

SMILES | PME-1 primary | GSTO1 counter | PAD4 FP inh | Fam108B inh | PAFAH2 inh | PAFAH1B2 inh | PAFAH1B3 FP inh | pPAFAH FP inh | LYPLA1 counter
COc1cc(C(=O)OCC(=O)N2CCCCC2C)cc(NC(=O)c2cccs2)c1OC (centres undefined) | 1 | 0 | -6 | 5 | -8 | -1 | 4 | -3 | -4
O=C(CCNC(=O)c1ccccc1Cl)NCc1ccncc1 | -8 | 6 | 3 | 0 | -1 | 0 | 6 | 0 | 0
CCOc1ccc(NC(=O)C2CCN(S(=O)(=O)c3cccnc3)CC2)cc1 | -5 | 16 | 0 | 2 | 1 | 5 | 8 | -5 | -2
CC1CCCC(NC(=O)COC(=O)c2ccc(S(=O)(=O)N3CCOCC3)cc2)C1C (centres undefined) | -1 | 1 | 0 | -4 | -4 | 1 | 4 | 4 | 2
Cc1c(C(=O)Nc2cccc(N(C)S(C)(=O)=O)c2)cccc1[N+](=O)[O-] | -2 | 13 | -5 | 5 | 7 | 14 | 12 | 9 | 4
COc1ccccc1N1CCN(c2ccc([N+](=O)[O-])cn2)CC1 | 3 | 9 | 3 | -3 | 3 | 2 | 19 | 1 | 1
Cc1ccc(S(=O)(=O)N2CCCC(C(=O)NCCc3ccc4c(c3)OCO4)C2)cc1 (centres undefined) | 2 | 9 | -2 | -4 | 4 | 23 | 2 | 1 | -3
Nc1nonc1-n1nnc(C(=O)N/N=C/c2cccc(F)c2)c1CN1CCCCCC1 | -5 | -4 | -6 | -7 | 4 | 0 | 5 | -7 | 1
O=C(Nc1ccc(S(=O)(=O)N2CCCC2)cc1)c1cncc(Br)c1 | 4 | nt | -6 | nt | 5 | 0 | -3 | -1 | -5
COc1ccc2[nH]c3c(c2c1)CCN1C(=O)C(CC(=O)NCC24CC5CC(CC(C5)C2)C4)C[C@H](C(=O)N2CCOCC2)[C@@]31C (some centres undefined) | nt | nt | 4 | nt | 4 | 10 | 4 | 5 | nt
CC(C)Cc1ccc(CN2CCCC(NC(=O)c3ccnn3C)C2)cc1 (centres undefined) | 0 | 1 | 0 | -1 | 0 | 2 | 2 | 7 | 1
COc1cc(OC)c(OC)cc1CNCC1COc2ccccc2O1 (centres undefined) | 7 | -3 | 2 | 0 | -1 | 4 | 4 | 3 | -4
CCOC(=O)c1c(C)[nH]c(C(=O)COc2ccc3c(c2)OCO3)c1C | 6 | 12 | -8 | -2 | 7 | -1 | 0 | 3 | 1
Cc1ccc(CCNC(=O)CN(C)S(=O)(=O)c2cnc[nH]2)cc1 | -2 | 4 | 1 | -1 | -3 | 10 | -7 | 1 | 1
COc1cc(/C=C/C(=O)OCC(=O)NC(=O)NC2CCCCC2C)ccc1OC(F)F (centres undefined) | -58 | nt | -5 | nt | 6 | -2 | 3 | -6 | -11
CCOC(=O)c1nnn(-c2nonc2N)c1-c1cccc2ccccc12 | -2 | 0 | 4 | 1 | -2 | 2 | 10 | 0 | -1
Cc1ccc(S(=O)(=O)Oc2ccccc2/C=N/NC(=O)c2nn(C)cc2[N+](=O)[O-])cc1 | 3 | -4 | -5 | 6 | 5 | 7 | 5 | 7 | 1
CC1(C)CC(=O)C=C(NCCO)C1 | -5 | 6 | -1 | 7 | -3 | 3 | 11 | 0 | 2
COc1cc(/C=N\NC(=O)c2ccc(-c3ccccc3)cc2)cc(Br)c1O | 16 | 1 | -3 | 5 | 1 | 5 | 9 | 20 | -3
CCn1c2ccccc2c2n[nH]c(=S)nc21 | 0 | 4 | 4 | -2 | -8 | 2 | 15 | 1 | -2
CCOC(=O)c1oc2ccccc2c1NC(=O)COc1ccc(F)cc1 | 4 | 3 | -3 | -4 | -4 | -4 | -12 | 6 | -3
COc1cccc(NC(=O)Nc2ccccc2C(N)=O)c1 | -5 | 10 | -2 | 4 | -4 | 11 | 14 | -2 | -4
CC(Oc1ccc(Cl)cc1Cl)C(=O)Nc1ccc2oc(-c3ccncc3)nc2c1 (centres undefined) | -2 | 5 | -1 | -1 | -14 | 3 | -5 | -2 | -2
CN(CC(=O)Nc1ccccc1Cl)C(=O)COC(=O)c1nc(Cl)ccc1Cl | -2 | -4 | -1 | 1 | 8 | 10 | 12 | 5 | 2
NC(=O)CSc1nc2ccccc2n1-c1ccccc1 | 4 | -3 | -3 | 5 | -2 | 1 | 2 | 17 | -1
Brc1ccc(-c2csc3[n+]2CCCCC3)cc1 | 2 | 0 | 11 | 6 | -2 | 3 | 4 | -1 | -3
CCCCNC(=O)O[C@@H]1C[C@H]2CCC(=O)N3CC[C@@H](C1)[C@@H]23 | 0 | 1 | 2 | 0 | 2 | 6 | -3 | -2 | 0
Cc1cc(=O)oc2cc(OCCc3ccccc3)ccc12 | 7 | -5 | -1 | 3 | 0 | 9 | 7 | 12 | -4
CC(C)Oc1ccc(C(=O)NCCNC(=O)c2ccco2)cc1 | -1 | -1 | -2 | -3 | 3 | 1 | -1 | -4 | -1
Cc1ccc2occ(CN3CCN(c4ccccc4)CC3)c(=O)c2c1 | -1 | 5 | 0 | -2 | 8 | 1 | 0 | 0 | 1

Pulled one by one from above (two):
SMILES | PME-1 primary | GSTO1 counter | PAD4 FP inh | Fam108B inh | PAFAH2 inh | PAFAH1B2 inh | PAFAH1B3 FP inh | pPAFAH FP inh | LYPLA1 counter
CCOc1ccc(NC(=O)C2CCN(S(=O)(=O)c3cccnc3)CC2)cc1 | -5 | 16 | 0 | 2 | 1 | 5 | 8 | -5 | -2
COc1cc(OC)c(OC)cc1CNCC1COc2ccccc2O1 (centres undefined) | 7 | -3 | 2 | 0 | -1 | 4 | 4 | 3 | -4

Continuation.
SMILES | PME-1 primary | GSTO1 counter | PAD4 FP inh | Fam108B inh | PAFAH2 inh | PAFAH1B2 inh | PAFAH1B3 FP inh | pPAFAH FP inh | LYPLA1 counter
Cc1ccc(SCCC(=O)OCC(=O)Nc2ncc(Cl)cc2Cl)cc1 | 8 | 5 | 0 | -1 | 4 | 18 | 3 | 18 | 0
NC(=O)c1cc(Br)cc2c3c([nH]c12)CCCC3 | 1 | 6 | -1 | 0 | 0 | 0 | 6 | 9 | 0
CCc1ccc(OCC(=O)OCC(=O)c2c(N)n(C)c(=O)n(C)c2=O)cc1 | 2 | -3 | -4 | -2 | 2 | 2 | 9 | 1 | 3
O=C(Nc1ccc(O)cc1)c1ccc2c(c1)C(=O)N(Cc1ccco1)C2=O | -5 | -9 | 4 | 5 | 14 | -3 | 8 | 9 | 2
O=C(NOCc1ccccc1)c1ccc([N+](=O)[O-])cc1 | -1 | nt | 2 | nt | 6 | 5 | -3 | 0 | -4
O=C(NCc1cccs1)c1cccc(Nc2nc3ccc(Br)cc3[nH]2)c1 | 16 | -15 | -4 | 18 | 11 | 27* | 32* | 12 | -18
O=C(CN1C(=O)NC2(CCc3ccccc32)C1=O)NCC(F)(F)F (centres undefined) | -5 | 0 | 0 | 0 | -14 | -1 | 2 | -5 | -2
COc1ccccc1N1C(=O)c2ccc(C(=O)Nc3cccc(C(C)=O)c3)cc2C1=O | -12 | 0 | 37* | -9 | -11 | 2 | 3 | 4 | -16
CCOC(=O)c1c(NC(=O)CSc2nnc(CNc3ccc(F)cc3)o2)sc(C)c1C | -5 | 9 | -3 | 10 | 6 | 4 | 1 | 6 | -3
COc1ccc(CN(CC(=O)NCc2ccc(F)cc2)C(=O)CCC(=O)Nc2nccs2)cc1 | 3 | 1 | 0 | 3 | -3 | 8 | 14 | -1 | -5
Cc1cccc(-n2ncc3c2CCCC3NC(=O)C2(C(N)=O)CC2)c1C (centres undefined) | -1 | 0 | 3 | -8 | 1 | 2 | -2 | 5 | 1
O=C(CCCN1C(=O)c2cccc3cccc(c23)C1=O)N1CCN(c2ncccn2)CC1 | 11 | -5 | -2 | -1 | 6 | 3 | 8 | 3 | 2
Cc1c(C(=O)N2CC(C)OC(C)C2)oc2ccccc12 (centres undefined) | 1 | -2 | 2 | -1 | 0 | -3 | -4 | -5 | -3
O=C(N/N=C/c1ccco1)C1CC(=O)N(c2ccccc2)C1 (centres undefined) | 0 | 0 | -1 | -1 | 8 | 7 | 3 | 4 | 3
COc1cc(NC(=O)c2cccs2)c(OC)cc1NC(=O)CCn1nnc2ccccc21 | 11 | 2 | -1 | 4 | 3 | 0 | 5 | 10 | 2
CCCCCn1c(=O)[nH]c2cc(C(=O)NCCCN3CCC(C)CC3)ccc2c1=O | -14 | 0 | -3 | -3 | -2 | -1 | -3 | -11 | 0
CCCCN(C(=O)CCC(=O)O)C1CC(=O)N(c2ccc(OCCC)cc2)C1=O (centres undefined) | 3 | 3 | -2 | -1 | -6 | 9 | 2 | 0 | 2
Cc1cc(C(=O)N/N=C/c2ccccc2Br)no1 | 1 | -3 | 0 | 1 | 1 | -2 | -3 | 5 | -8
Cc1ccccc1C(=O)O[C@H]1[C@H](Cc2ccccc2)NS(=O)(=O)[C@H]2CC3C=C[C@]12O3 | nt | nt | 0 | nt | -11 | -3 | -7 | -3 | nt
O=C(CSCC(=O)N1CCCCC1)Nc1nc(-c2cccs2)cs1 | 5 | 3 | -2 | -1 | 10 | 5 | 7 | 1 | -4
O=C(NC1CCN(C(=O)c2ccccc2Br)CC1)c1ccccc1 | 2 | 1 | 5 | -2 | -9 | -1 | 0 | 3 | -1
Clc1cccc(OCCCCCN2CCOCC2)c1 | 1 | 2 | -1 | -5 | 2 | 2 | 11 | -1 | -2
COc1ccccc1C1C2=C(N=c3s/c(=C/c4cccc(OCC(=O)O)c4)c(=O)n31)c1ccccc1CC2 (centres undefined) | 2 | -15 | 6 | -10 | -10 | -8 | -10 | 12 | -11
Cc1cc(C)c(C(=O)C(C)OC(=O)C2=COCCO2)cc1C (centres undefined) | 2 | 3 | -4 | 4 | -7 | 2 | 1 | 10 | 4
Cc1cc(C)c(Nc2ncccc2C(=O)O)c(C)c1 | 1 | 13 | -1 | -2 | 5 | 2 | -2 | 2 | 3
CC(=O)COc1cc2c(-c3cc4ccccc4o3)cc(=O)oc2cc1C | -14 | -13 | 0 | -17 | -11 | 1 | 10 | -7 | -7
CC[C@@]1(C(=O)OC)N[C@H](CN(C)C(=O)COc2ccccc2)[C@@H]2C(=O)N(Cc3ccccc3)C(=O)[C@@H]21 | nt | nt | 0 | nt | 12 | 2 | 2 | 1 | nt
O=C(CNc1cccc([N+](=O)[O-])c1)N/N=C/c1ccc(F)cc1 | 3 | -1 | 0 | -1 | 3 | 3 | 8 | 7 | 0
CC1C(=O)Nc2ccc(S(=O)(=O)NCc3ccc(Cl)cc3)cc2NC1=O (centres undefined) | -7 | 30 | -5 | -3 | 5 | 11 | 11 | -1 | -1
CCN(CC(=O)Nc1ccc(NC(C)=O)cc1)C(=O)CN1C(=O)NC2(CCCC2)C1=O | 2 | 4 | 1 | 1 | 1 | -4 | 9 | 3 | -4
CCOC(=O)C1CCN(C(c2cccc(OC)c2)c2sc3nc(C)nn3c2O)CC1 (centres undefined) | 8 | 2 | -4 | -1 | 7 | 4 | 6 | 5 | 0
CC(=O)N1c2ccc(S(=O)(=O)NC(CC(=O)O)c3ccc(Br)cc3)cc2CC1C (centres undefined) | -1 | -2 | 2 | 0 | -2 | 1 | 4 | 8 | 0
Nc1nonc1-c1noc(CCCOc2ccc(Cl)cc2Cl)n1 | -7 | -5 | -13 | 0 | 2 | 1 | 0 | -7 | -8
CCN1CCN(c2cc(C)c3cc(NC(=O)c4ccc(Br)o4)ccc3n2)CC1 | 11 | 9 | -1 | 2 | 0 | 7 | 4 | 24 | -2
Cc1noc(C)c1COc1ccc(C(=O)OCC(=O)NCCN2C(=O)CSC2=O)cc1 | -8 | 2 | -1 | -4 | 2 | 1 | 2 | 3 | -2
